Assay outcomes deposited in PubChem BioAssay by several laboratories.
MrgX1 allo act: allosterically activates human MrgX1 receptor signaling; Q96LB2; MrgX1-HEK293, Fluo-4 calcium flux, FDSS; stronger effect = higher value; B-score at 10 µM; actives 0.63% (n = 310,000); AID 588675;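 active means plate-corrected calcium response at least 3 library SD above typical, normal starting fluorescence, not activating the receptor alone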;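 further: compound read alongside a low EC10 to EC30 dose of BAM8-22 agonist; peak minus trough fluorescence over baseline measured at the second addition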
Target sequence (Q96LB2 whole entry, looked up): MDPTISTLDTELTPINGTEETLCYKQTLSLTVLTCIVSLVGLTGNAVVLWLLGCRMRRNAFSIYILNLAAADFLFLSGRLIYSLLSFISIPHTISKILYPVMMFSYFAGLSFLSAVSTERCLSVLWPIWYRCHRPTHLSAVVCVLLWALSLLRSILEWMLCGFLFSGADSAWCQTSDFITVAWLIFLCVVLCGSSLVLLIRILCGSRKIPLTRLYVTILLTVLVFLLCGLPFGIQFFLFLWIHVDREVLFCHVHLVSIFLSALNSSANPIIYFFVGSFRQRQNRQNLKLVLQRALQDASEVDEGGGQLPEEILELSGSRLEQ
MrgX1 antag: antagonists of human MrgX1 receptor; Q96LB2; MRGX1-HEK293 calcium flux, Fluo-4, BAM8-22 antagonism; stronger effect = lower value; B-score at 10 µM; actives 1.3% (n = 310,000); AID 588676;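 active means calcium-response B-score plate-corrected more than 3 library SD below zero, starting fluorescence within 5 deviations, no agonist response on first addition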;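 further: peak minus trough fluorescence over baseline after final BAM8-22 challenge near maximal dose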
RGS4 inh: human RGS4 inhibition | HEK293 M3R/RGS4 inducible, Fluo-4 calcium flux; stronger effect = higher value; triggered by carbachol at its EC20 | AID 463165 | B-score at 10 µM | actives 0.45% (n = 310,000) | P49798;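 active means B-score, a plate-corrected calcium signal, over three deviations above library mean, with baseline fluorescence within five deviations of library mean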;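 further: RGS4 expression induced by doxycycline in cells with stable M3 receptor; B-score is computed from the integrated fluorescence ratio over baseline after carbachol; higher B-score means a larger calcium signal and so more RGS4 inhibition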
Target sequence (P49798 whole entry, looked up): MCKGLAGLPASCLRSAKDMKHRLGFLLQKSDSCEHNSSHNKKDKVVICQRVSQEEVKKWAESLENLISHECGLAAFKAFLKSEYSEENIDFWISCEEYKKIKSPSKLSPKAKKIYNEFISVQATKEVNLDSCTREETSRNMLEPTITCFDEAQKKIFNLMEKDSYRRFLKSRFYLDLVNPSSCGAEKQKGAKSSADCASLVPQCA
MrgX1 agonist: agonists of human MrgX1 receptor; AID 588627; B-score at 10 µM; MrgX1-HEK293 cells, Fluo-4 calcium fluorescence, agonist mode; stronger effect = higher value; actives 0.44% (n = 310,000); Q96LB2;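 active means calcium response B-score plate-corrected fluorescence ratio at least 3 library SD, with starting fluorescence B-score inside 5 SD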
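Test system: HEK293 cells stably expressing human MrgX1 receptor; amount: 15,000 cells per well; doses: compound delivered in addition one of three; times: overnight plating before 1 h dye loading; detection: Fluo-4 NW calcium-flux fluorescence, kinetic read; read-out basis: B-scored fluorescence response ratio; controls: positive and negative controls per plate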
SKKanGAS inh: SKKanGAS growth inhibition; AID 1662; actives 1.3% (n = 300,000); S. pyogenes SKKanGAS, kanamycin growth, BacTiter-Glo, 6 h; inhibition, % at 7.5 µM;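 active means mean replicate score, as percent of positive control median, at least 50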;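 further: strain carries kanamycin resistance gene driven by streptokinase promoter and grows in 40 µg/ml kanamycin; loss of luminescence reflects streptokinase promoter inhibition or plain growth inhibition; 0% = median of DMSO wells and 100% = positive control at its reference dose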
ANO1 activ: activates or potentiates the mouse TMEM16A chloride channel | Q8BHY3 | AID 623877 | HEK293 TMEM16A/YFP-H148Q/I152L, iodide quench fluorescence; stronger effect = lower value | actives 0.3% (n = 340,000) | B-score at 10 µM;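 active means fluorescence-ratio B-score plate-corrected deviation score at least 3 library SD below zero, with starting fluorescence score within 5 deviations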;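 further: channel opened by trigger with iodide after compound preincubation; score built on the fluorescence ratio of max minus min over baseline; more negative score means more quench and so TMEM16A activation or potentiation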
TRPC6 act: mouse TRPC6 channel activation | Q61143 | HEK293-TRPC6 membrane potential dye fluorescence; stronger effect = higher value | B-score at 10 µM | actives 0.13% (n = 310,000) | AID 2550;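 active means B-score of the integrated fluorescence ratio above library mean plus 3 SD, and starting fluorescence ratio within library mean plus 5 SD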;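 further: higher score means more depolarization so channel activation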
TRPC6 inh: inhibitors of mouse TRPC6 channel. HEK293-TRPC6, membrane potential dye, ACh-evoked depolarization; stronger effect = lower value. B-score at 10 µM. actives 1.1% (n = 310,000). AID 2553;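 active means B-score under library mean minus 3 SD, initial fluorescence not abnormally high, positive integrated signal ratio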;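 further: B-score derived from integrated fluorescence ratio over the kinetic read; more negative B-score means stronger inhibition of depolarization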
RGS4 pot: potentiators or activators of RGS4; HEK293 M3R/inducible RGS4, carbachol calcium flux Fluo4; stronger effect = lower value; B-score at 10 µM; actives 0.92% (n = 310,000); AID 463111;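 active means B-score of the integrated calcium signal more than 4 SD below the library mean, with starting fluorescence not abnormally high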;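 further: negative B-score means reduced calcium response which marks RGS4 activation or potentiation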
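Material: Inducible-RGS4 HEK293 cells carrying M3 receptor; also added: carbachol at ECmax as muscarinic agonist stimulus; incubation: compound preincubation 20 min at room temperature before agonist; signal: Fluo4-AM (2 µM) calcium-flux fluorescence, kinetic read; measure: integrated calcium ratio converted to B score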
TMEM16A inh: inhibitors of mouse TMEM16A calcium-activated chloride channel | Q8BHY3 | HEK293 TMEM16A/YFP iodide influx fluorescence, ionomycin | normalized B-score (activity score, 25-100; higher = stronger inhibition) at 10 µM | actives 1.2% (n = 310,000) | AID 588511;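 active means ratio plate-corrected score three or more library SD toward inhibition, starting fluorescence score within five deviations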;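 further: score derived from kinetic fluorescence span divided by baseline fluorescence per well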
HDAC3 inhib: human HDAC3 inhibition; O15379; recombinant HDAC3, fluorogenic peptide/trypsin coupled, fluorescence; inhibition, % at 8.3 µM; actives 0.15% (n = 320,000); in the data active means inhibition above about 26%, passing the limit was not always enough
Target sequence (O15379 whole entry, looked up): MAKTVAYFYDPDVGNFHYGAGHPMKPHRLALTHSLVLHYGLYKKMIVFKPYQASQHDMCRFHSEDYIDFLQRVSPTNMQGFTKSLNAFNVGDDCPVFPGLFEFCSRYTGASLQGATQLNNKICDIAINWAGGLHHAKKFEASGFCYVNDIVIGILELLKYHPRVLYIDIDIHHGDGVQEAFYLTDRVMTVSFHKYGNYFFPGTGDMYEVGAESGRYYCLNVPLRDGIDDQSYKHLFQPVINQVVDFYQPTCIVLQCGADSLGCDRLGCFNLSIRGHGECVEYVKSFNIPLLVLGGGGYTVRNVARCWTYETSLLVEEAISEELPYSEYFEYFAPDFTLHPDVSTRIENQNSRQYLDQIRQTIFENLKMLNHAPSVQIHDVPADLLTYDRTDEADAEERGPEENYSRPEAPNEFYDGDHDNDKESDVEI
The depositor's hits bear a star; i = inactive; nt = not tested or not shown. Rows were taken by chance; overall some 6.7% were active at least once.

Structure	MrgX1 agonist	ANO1 activ	RGS4 pot	SKKanGAS inh	TMEM16A inh	MrgX1 allo act	RGS4 inh	MrgX1 antag	TRPC6 inh	TRPC6 act	HDAC3 inhib
COCCn1c(C)cc2c(c1=O)C(c1ccccc1F)C(C#N)=C(N)O2 (stereo not drawn)	i	i	i	14	i	i	i	i	i	i	-4
CN(Cc1ccccc1)C(=O)c1ccccc1Br	i	i	i	-3	i	i	i	i	i	i	-2
Cc1cc2c(c(=O)o1)C(C(C)C)C(C#N)=C(N)O2 (stereo not drawn)	i	i	i	3	i	i	i	i	i	i	4
CC1(C)CC(=O)C=C(NCc2ccncc2)C1	i	i	i	-1	i	i	i	i	i	i	3
CCCCC[n+]1ccn(-c2nc3ccccc3nc2[N-]S(=O)(=O)c2ccccc2)c1	i	i	i	5	i	i	i	i	i	i	-11
COc1ccc(-c2ocnc2C(=O)Nc2ccc(N3CCOCC3)cc2N2CCOCC2)cc1OC	i	i	i	3	i	i	i	i	i	i	5
CN(CC(=O)Nc1ccc(F)c(F)c1F)C(=O)C1CCCO1 (stereo not drawn)	i	i	i	-2	i	i	i	i	i	i	5
CCN(Cc1cnn(C)c1)C(=O)c1ccc(OC2CCN(S(=O)(=O)N(C)C)CC2)cc1	i	i	i	-3	i	i	i	i	i	i	-5
C/C(=N\NC(=O)c1ccc(Br)cc1)C1C(=O)c2ccccc2C1=O	i	i	i	39	100*	i	i	i	i	i	4
CC(=O)NCC(=O)N(c1c(C)n(C)n(-c2ccccc2)c1=O)C1(C(=O)NC2CCCC2)CCCCC1	i	i	i	-4	i	15*	i	i	i	i	-1
C#CCOC(=O)Nc1cccn(Cc2c(Cl)cccc2Cl)c1=O	i	i	i	-1	i	i	i	i	i	i	-9
COC(=O)/C=C1/SC(=Nc2ccc(Cl)c(Cl)c2)NC1=O	i	i	i	7	i	i	i	i	i	i	-1
COc1cccc(Cn2cc(N)cn2)c1	i	i	i	-6	i	i	i	i	i	i	4
C=CCC(Nc1ccccc1)c1cccc(OC)c1OC (stereo not drawn)	i	i	i	0	i	i	i	i	i	i	5
COc1cccc2[nH]c3c(=O)[nH]cnc3c12	i	i	i	-5	i	i	i	i	i	i	-36
O=C(NCc1ccccc1)C(c1ccco1)N(C(=O)c1cnccn1)c1ccc(F)cc1 (stereo not drawn)	i	i	i	-2	i	i	i	i	i	i	-4
COc1ccc2nc(NC(=O)CSc3nc(C)cc(=O)[nH]3)sc2c1	i	i	i	4	i	i	i	i	i	i	15
CC(=O)Nc1cc(ON=C(C)C)cc([N+](=O)[O-])c1	i	i	i	-9	i	i	i	i	i	i	4
NNC(=O)CNS(=O)(=O)c1ccc([N+](=O)[O-])cc1	i	i	i	-3	i	i	i	i	i	i	7
Cc1ccc(-n2nc3c(=O)n(CCCC(=O)NCc4ccccc4C)nc(C)c3c2C)cc1	i	i	i	3	i	i	i	i	i	i	-1
CC(CCc1ccccc1)NC(=O)c1ccc2nc(N3CCOCC3)sc2c1 (stereo not drawn)	i	i	i	22	i	i	i	i	i	i	4
Cc1ccc(/C=C2\SC(=S)N(CCCC(=O)Nc3ccccc3C(=O)O)C2=O)cc1	i	i	i	21	i	i	i	-5.4*	i	i	3
Cc1nnc(SCc2ccon2)n1-c1ccccc1	i	i	i	-4	i	i	i	i	i	i	-3
COc1cc(OC)cc(C(=O)NNC(=O)C(=O)Nc2cc(OC)c(Cl)cc2OC)c1	i	i	i	54*	i	i	i	i	i	i	3
CN1c2ccccc2-c2nc3ccccc3n2C1c1ccco1 (stereo not drawn)	i	i	i	1	i	i	i	i	i	i	-291
CC(=O)CCS(=O)(=O)c1ccc(Oc2ccc(S(=O)(=O)CCC(C)=O)cc2)cc1	i	i	i	-5	i	i	5.2*	i	i	i	-5
CC(=O)c1c(C)[nH]c(C(=O)Nc2ccccc2Cl)c1C	i	i	i	-3	i	i	i	i	i	i	5
O=C(COC(=O)CCCN1C(=O)c2cccc3cccc(c23)C1=O)Nc1cccc(Br)c1	i	i	i	11	i	i	i	i	i	i	5
O=C(Nc1cc(Cl)cc(Cl)c1)C1CCCC1	i	i	i	4	i	i	i	i	i	i	12
CC1=Nc2ccccc2N=C(NC(=O)/C=C/C(=O)O)C1c1ccccc1 (stereo not drawn)	i	i	i	-6	i	i	i	i	i	i	-1
CCS(=O)(=O)Nc1ccc(C2=NN(S(=O)(=O)c3ccc(F)cc3)C(c3ccco3)C2)cc1 (stereo not drawn)	i	i	-7.8*	9	i	i	i	i	i	i	4
O=C(CS(=O)(=O)c1ccc(Cl)cc1)NCCS(=O)(=O)c1ccc(Cl)cc1	i	i	i	2	i	i	i	i	i	i	-2
Cc1nc2ccccc2cc1C(=O)N(C)Cc1ccccc1	i	i	i	-3	i	i	i	i	i	i	0
C=CCc1cccc2cc(C(=O)N3CCN(c4ccccn4)CC3)c(=O)oc12	i	i	i	-6	i	i	i	i	i	i	1
COC(=O)c1cc2nc(-c3ccccc3)cc(C(F)(F)F)n2n1	i	i	i	-3	i	i	i	i	i	i	-2
COc1ccc(S(=O)(=O)N2CCCCCC2)cc1C(=O)OCC(=O)Nc1cc(C)on1	i	nt	i	4	i	i	i	i	i	i	-2
c1cnc(NC2CCCCCC2)nc1	i	i	i	-5	i	i	i	i	i	i	0
COc1ccc(-c2coc3cc(O)ccc3c2=O)cc1	i	i	i	1	i	i	i	i	i	i	-9
O=S(=O)(c1ccc(Cl)c(C(F)(F)F)c1)N1CCN(c2ccccn2)CC1	i	i	i	-3	i	i	i	i	i	i	-3
COc1cc(/C=C(\C#N)C(=O)c2c(C)[nH]c3ccccc23)cc(OC)c1OC	i	i	i	-1	i	i	i	i	i	i	6
Cc1cc(C)cc(NC(=O)CCn2c(=S)[nH]c3ccccc3c2=O)c1	i	i	i	3	i	i	i	i	i	i	2
COc1ccc(-c2nc(C#N)c(NCc3ccc(C)cc3)o2)cc1OC	i	i	i	9	i	i	i	i	i	i	-37
Cc1nn(C)c(N)c1-c1ccccc1	i	i	i	-2	i	i	i	i	i	i	-3
CCC(Sc1nc2c(cnn2-c2ccc(Cl)cc2)c(=O)[nH]1)C(=O)OC (stereo not drawn)	i	i	i	13	i	i	i	i	i	i	3
COc1ccc(S(=O)(=O)N2CCCCCC2)cc1C(=O)OCC(=O)NCC(C)C	i	i	i	3	i	i	i	i	i	i	-3
CN(C)S(=O)(=O)N1CCN(C(=O)N2CCCCC2)CC1	i	i	i	-3	i	i	i	i	i	i	-2
Cc1cc(N)n2nc(C(F)(F)F)nc2n1	i	i	i	-1	i	i	i	i	i	i	-6
O=C(O)CCCC(=O)Nc1ccc2c(c1)oc1ccccc12	i	i	i	-4	i	i	i	i	i	i	-6
Cc1nc([N+](=O)[O-])cn1CC(=O)Nc1ccc2c(c1)OCO2	i	i	i	-1	i	i	i	i	i	i	4
COc1ccccc1OCC(O)Cn1c(=N)n(CCN2CCCCC2)c2ccccc21 (stereo not drawn)	i	i	i	11	i	i	i	i	i	i	0
Cc1cc(C)c(OCC(=O)N(Cc2ccccc2)C2CCS(=O)(=O)C2)c(C)c1 (stereo not drawn)	i	i	i	1	i	i	i	i	i	i	7
O=C(Nc1ccccc1Cl)NC1(C(=O)N2CCCCC2)CCCCC1	i	i	i	7	i	i	i	i	i	i	11
CCN1C2=C(C(=O)CCC2)C(c2ccc(O)cc2)C2=C1CCCC2=O	i	i	i	-3	i	i	i	i	i	i	2
Cc1ccc(N2C(=O)CC(Cc3ccc(Cl)cc3)C2=O)cc1 (stereo not drawn)	i	i	i	-2	i	i	i	i	i	i	-6
COc1ccccc1N1CN(CCc2ccccc2)CNC1=S	i	i	i	0	i	i	i	i	i	i	-1
O=C(c1cccc(Cl)c1)N1CCN(C2CCCCCC2)CC1	i	i	i	4	i	i	i	i	-5.7*	i	-1
O=C(C1CC(c2ccc(F)cc2)=NO1)N1CCN(c2ccccc2)CC1 (stereo not drawn)	i	i	i	-8	i	i	i	i	i	i	-4
Cc1ccc(NC(=O)CCNC(=O)c2ccco2)cc1	i	i	i	-1	i	i	i	i	i	i	1
O=C(O)CCC(=O)Nc1ccc(C(=O)OCC(=O)c2ccc(Cl)cc2Cl)cc1	i	i	i	8	i	i	i	i	i	i	-3
Cc1cc(C(=O)N/N=C/c2cc(Br)cc(Br)c2OC(=O)c2cccc(F)c2)n[nH]1	i	i	i	6	i	i	i	i	i	i	2

Continued:
Structure	MrgX1 agonist	ANO1 activ	RGS4 pot	SKKanGAS inh	TMEM16A inh	MrgX1 allo act	RGS4 inh	MrgX1 antag	TRPC6 inh	TRPC6 act	HDAC3 inhib
CCn1cc(Br)c(C(=O)NC(C)c2ccccc2)n1 (stereo not drawn)	i	i	i	-3	i	i	i	i	i	i	-3
O=c1c2ccccc2ncn1Cc1ccc(Cl)c(Cl)c1	i	i	i	8	i	i	i	i	i	i	-14
O=C(Nc1ccc2nsnc2c1)c1ccc2c(c1)OCO2	i	i	nt	nt	i	i	nt	i	nt	nt	-1
O=C(c1ccc(Cl)cc1)C1CCN(C(=O)c2ccccc2)CC1	i	i	i	-4	i	i	i	i	i	i	-3
O=C(Nc1cc(Cl)ccc1O)c1cc(-c2ccco2)on1	i	i	i	-3	i	i	i	i	i	i	10
COc1cc(/C=C2\COC/C(=C\c3cc(OC)c(OC)c(OC)c3)C2=O)cc(OC)c1OC	nt	i	i	-6	nt	nt	6.4*	nt	i	i	nt
CCOC(=O)CSc1nn(-c2ccccc2)c(=S)s1	i	i	i	4	i	i	i	i	i	i	-2
O=C(NCC(c1ccco1)N1CCN(c2ccccc2)CC1)C(=O)NC1CCCC1 (stereo not drawn)	i	i	i	-13	i	i	i	i	i	i	-1
